# Screens from PubChem.
# LEDGF integ inh – blockers of LEDGF/p75-dependent integrase strand transfer – biochemical, TR-FRET, high throughput, primary screen. TR-FRET IN-LEDGF/p75 DNA integration, Eu/Cy5. inhibition, % at 3.7 µM. 370,000 compounds, 0.64% hits. AID 743269, 2014;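 active means inhibition above the screen-wide mean plus 3 SD, cut at about 13% in these data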;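 further: signal is the Cy5 over europium emission ratio at 671 and 618 nm; 0% = plate median of compound wells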
# Tn7 DDE FP – inhibitors of Tn7 peptide binding to fibrin DD(E), primary screen, biochemical, fluorescence polarization, human fibrin, Tn7 probe | FP displacement of FITC-Tn7 peptide from fibrin DD(E); 0% = median of compound wells per plate | inhibition, % at 8.3 µM | 370,000 compounds, 0.13% hits;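 active means inhibition above the mean of compounds falling within the control limits plus 3 SD of them, cut at about 14% in these data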;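 further: 0% = plate median of compound wells and 100% = 10 µM Aha-Tn7 peptide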
#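 Assay system: Fibrin-DD(E) protein isolated from polymerized human fibrin clots; read-out basis: percent inhibition; medium: Tris/NaCl/CaCl2 buffer, pH 7.8; signal: FP measurement; incubation: 10 min plus 3 h, room temperature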
# ABHD4 inh – ABHD4 inhibitors, primary screen, biochemical, fluorescence polarization, mouse; 370,000 compounds, 0.54% hits; inhibition, % at 8.92 µM; purified mABHD4, FP-Rh probe fluorescence polarization; AID 720543, 2013; (Lyso)-N-acylphosphatidylethanolamine lipase (Mus musculus), Q8VD66;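 active means inhibition exceeding the mean over every tested compound plus 3 SD, cut at about 30% in these data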;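 further: 0% = plate median of compound wells and 100% = S159A mutant with DMSO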
#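 Test system: mABHD4 protein | Buffer or medium: HEPES pH 7.0 buffer, 150 mM NaCl, 0.01% Pluronic F-127 | Probe or stimulus: FP-Rh fluorescent activity-based probe, added after compound pre-incubation | Timing: Pre-incubation 45 min, probe exposure 60 min, at 25 °C | Technique: Fluorescence polarization, excitation 525 nm, emission 598 nm, BODIPY TMR filters | Repeats: Single well per compound (singlicate)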
# TCR-CD3 inh – inhibitors of human TCR-CD3 interaction, primary screen, biochemical, fluorescence, TAMRA-labeled TCR probe | T-cell receptor (TCR) | inhibition, % at 9.4 µM | 360,000 compounds, 0.37% hits | AID 651800, 2012; in the data active means inhibition above about 19%;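 further: recombinant mutant TCR 2C K166C tagged with TAMRA read by polarization; 0% = receptor in buffer alone and 100% = receptor with positive control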
# SIAE inh – human SIAE inhibitors, primary screen, biochemical, fluorescence polarization, FP-Rh probe, 1536-well HTS; Sialate O-acetylesterase (Homo sapiens), Q9HAT2; SIAE FP-Rh probe binding; inhibition, % at 9.66 µM; 370,000 compounds, 0.69% hits;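 active means inhibition above a cutoff: mean of compounds within the control limits plus 3 SD of those, cut at about 17% in these data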;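 further: 0% = plate median of compound wells and 100% = probe without SIAE protein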
# Target sequence (Q9HAT2 whole entry, looked up): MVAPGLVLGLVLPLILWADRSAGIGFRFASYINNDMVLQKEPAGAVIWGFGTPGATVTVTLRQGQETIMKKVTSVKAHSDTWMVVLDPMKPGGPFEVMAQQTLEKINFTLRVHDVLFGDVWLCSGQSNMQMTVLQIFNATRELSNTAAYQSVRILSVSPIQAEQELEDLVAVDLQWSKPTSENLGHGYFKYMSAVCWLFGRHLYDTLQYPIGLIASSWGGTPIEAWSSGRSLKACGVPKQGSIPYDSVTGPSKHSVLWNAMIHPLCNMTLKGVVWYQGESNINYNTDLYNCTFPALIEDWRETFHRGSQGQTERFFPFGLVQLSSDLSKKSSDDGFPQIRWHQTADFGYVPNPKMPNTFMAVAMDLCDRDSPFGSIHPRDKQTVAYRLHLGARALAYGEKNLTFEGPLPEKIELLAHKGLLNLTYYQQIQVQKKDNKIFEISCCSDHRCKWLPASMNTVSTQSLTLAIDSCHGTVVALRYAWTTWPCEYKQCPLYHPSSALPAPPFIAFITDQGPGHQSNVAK
# PRMT1 inh – PRMT1 methyltransferase inhibitors, primary screen, biochemical, fluorescence polarization; recombinant PRMT1, activity-based probe fluorescence polarization; inhibition, % at 2.79 µM; 370,000 compounds, 1.3% hits;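 active means inhibition above about 21% made by adding two undisclosed values, limit read from the data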
# Target sequence (Q99873 whole entry, looked up): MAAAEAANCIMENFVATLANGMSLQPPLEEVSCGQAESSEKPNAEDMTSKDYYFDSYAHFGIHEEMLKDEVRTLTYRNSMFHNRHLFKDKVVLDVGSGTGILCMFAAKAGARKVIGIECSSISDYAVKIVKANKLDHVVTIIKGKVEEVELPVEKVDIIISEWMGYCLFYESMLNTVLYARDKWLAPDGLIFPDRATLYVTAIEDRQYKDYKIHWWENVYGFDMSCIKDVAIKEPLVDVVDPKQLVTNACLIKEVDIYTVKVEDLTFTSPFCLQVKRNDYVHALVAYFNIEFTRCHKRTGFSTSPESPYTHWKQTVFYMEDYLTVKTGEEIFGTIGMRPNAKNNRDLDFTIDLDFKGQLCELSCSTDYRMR
# TDP2 absorb – human TDP2 enzyme inhibitors, primary screen, biochemical, epi absorbance, recombinant enzyme; Tyrosyl-DNA phosphodiesterase 2 (Homo sapiens), O95551; T5PNP hydrolysis, p-nitrophenol absorbance 415 nm; inhibition, % at 12.8 µM; 370,000 compounds, 0.34% hits; AID 720702, 2013;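 active means inhibition above the mean of all tested compounds plus 3 SD, set per campaign, cut at about 25% in these data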;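 further: 0% = DMSO with enzyme and 100% = buffer with substrate but no TDP2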
#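 Read-out basis: percent inhibition. System: recombinant human TDP2. Buffer or medium: Mg2+-containing Tris-HCl buffer, pH 7.5. Repeats: single replicate. Timing: reaction 2 h, 37 °C. Benchmarks: high control without enzyme, low control DMSO plus TDP2. Probe or stimulus: 5 mM T5PNP. Doses: 12.8 µM only. Measured by: epi absorbance of p-nitrophenol freed from T5PNP by hydrolysis.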
# HTRA1 inhibitor – HTRA1 serine protease inhibitors, primary screen, biochemical, fluorescence polarization, HTS; Q92743; recombinant HTRA1, FP-rhodamine activity-based probe; inhibition, % at 5.96 µM; 340,000 compounds, 0.5% hits; AID 504803, 2011; in the data active means inhibition above about 36%;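 further: 0% = enzyme with DMSO and 100% = wells lacking enzyme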
# PG9 Ab binder – binders of HIV-1 gp120 antibody PG9, primary screen, biochemical, TR-FRET; inhibition, % at 6.7 µM; 360,000 compounds, 0.43% hits; HIV-1 gp120 / PG9 antibody interaction; TR-FRET gp120-PG9 antibody binding; in the data active means inhibition above about 8.5%
# UHRF1 MBD2 ctr – UHRF1 methylated DNA binding inhibitors, primary screen, counter-screen for MBD2 inhibitor project, biochemical, TR-FRET, human UHRF1, single concentration; 370,000 compounds, 0.75% hits; AID 687016, 2013; UHRF1 binding to methylated oligo; E3 ubiquitin-protein ligase UHRF1 (Homo sapiens), Q96T88; inhibition, % at 4.4 µM; in the data active means inhibition above about 21%;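 further: UHRF1 SRA domain binding a hemimethylated CpG hairpin DNA probe; 0% = median of test compound wells and 100% = reference inhibitor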
# The depositor's hits bear a star; / = not tested or not shown.
SMILES,LEDGF integ inh,Tn7 DDE FP,ABHD4 inh,TCR-CD3 inh,SIAE inh,PRMT1 inh,TDP2 absorb,HTRA1 inhibitor,PG9 Ab binder,UHRF1 MBD2 ctr
Cn1c(NCC2CCCCC2)nc2cc(-c3ccsc3)sc2c1=O,-2.0,2.6,-11.7,0.3,-16.0,-2.1,7.4,/,-0.4,-2.6
CCC(C(=O)Nc1ccccc1N1CCCC1)c1ccccc1Cl (configuration not stated),-0.1,12.7,3.5,/,3.0,0.2,5.2,/,/,-2.6
CCOC(=O)c1ccc(NC(=S)NCCCN2CCCC2=O)cc1,8.1,0.7,-8.6,1.6,-8.3,-1.5,0.3,2.4,0.0,5.1
COc1cc(C(=O)N2CCN(C3CCC(C)CC3)CC2)cc(OC)c1OC (configuration not stated),4.1,-4.9,9.0,2.0,0.2,1.3,4.8,0.2,-0.7,0.5
CCNC(=O)C(=O)NCCC1CCCCN1S(=O)(=O)c1cccs1 (configuration not stated),-0.4,-4.4,-2.9,7.4,2.0,0.4,-2.4,3.1,-1.4,-0.2
Cc1c(CC(=O)NCCCCCC(=O)O)c(=O)oc2c(C)c3oc4c(c3cc12)CCCC4,6.6,0.5,2.1,-4.3,0.4,-3.0,-18.7,5.1,1.4,9.9
Cc1ccccc1C(=O)NNC(=O)c1ccoc1C,0.1,5.9,-4.3,-2.1,-3.3,2.8,2.7,2.0,1.3,15.0
Fc1ccc(-c2nc(-c3cccs3)no2)cc1,0.5,2.7,-2.1,6.0,-7.6,0.8,-2.9,9.1,-1.2,1.5
Cc1ccc(OCCC(=O)N(CC(=O)Nc2ccccc2C(F)(F)F)Cc2ccco2)cc1,-1.9,5.0,-1.6,1.4,2.0,-0.8,-2.4,-11.8,-1.8,-1.4
O=C(Cn1cnc2ccccc2c1=O)NCC(=O)N1CCN(Cc2ccc3c(c2)OCO3)CC1,-0.9,-7.2,0.1,5.0,-1.1,-1.3,3.1,3.3,1.2,-3.0
CCCCn1c(N)c(N(CCC(C)C)C(=O)c2ccc(-c3ccc([N+](=O)[O-])cc3)o2)c(=O)[nH]c1=O,-1.1,-3.5,8.6,7.3,3.2,2.4,6.9,2.8,1.1,4.6
Cc1ccc(Nc2nc(-c3ccncc3)nc3ccccc23)cc1,-3.8,0.0,3.6,4.7,-17.1,3.6,-0.3,/,0.7,1.6
COc1cc(CC(=O)NNC(=O)c2cc(C)oc2C)cc(OC)c1OC,-0.1,-2.7,4.6,1.1,3.4,-1.7,-0.3,2.7,0.2,0.2
Cc1ccccc1OCc1nc2ccccc2c(=O)n1/N=C/c1ccco1,0.9,2.3,-7.8,-4.1,-3.2,0.8,-1.3,-13.3,0.2,-1.4
Cc1cccc(NC(=O)CSc2nc3nc(C)cc(C)n3n2)c1,3.6,-4.4,0.3,0.5,-7.7,-9.6,-11.4,-0.5,-3.0,-2.3

# Sorted by molar mass (largest number first): three of the compounds above.
SMILES,LEDGF integ inh,Tn7 DDE FP,ABHD4 inh,TCR-CD3 inh,SIAE inh,PRMT1 inh,TDP2 absorb,HTRA1 inhibitor,PG9 Ab binder,UHRF1 MBD2 ctr
Cc1ccc(OCCC(=O)N(CC(=O)Nc2ccccc2C(F)(F)F)Cc2ccco2)cc1,-1.9,5.0,-1.6,1.4,2.0,-0.8,-2.4,-11.8,-1.8,-1.4
COc1cc(C(=O)N2CCN(C3CCC(C)CC3)CC2)cc(OC)c1OC (configuration not stated),4.1,-4.9,9.0,2.0,0.2,1.3,4.8,0.2,-0.7,0.5
Cc1ccc(Nc2nc(-c3ccncc3)nc3ccccc23)cc1,-3.8,0.0,3.6,4.7,-17.1,3.6,-0.3,/,0.7,1.6

# Next part.
SMILES,LEDGF integ inh,Tn7 DDE FP,ABHD4 inh,TCR-CD3 inh,SIAE inh,PRMT1 inh,TDP2 absorb,HTRA1 inhibitor,PG9 Ab binder,UHRF1 MBD2 ctr
Cc1ccc(NC(=O)Cc2cccc(OC(F)F)c2)c(S(=O)(=O)N2CCOCC2)c1,3.7,7.8,-3.4,/,6.2,-4.7,-4.3,/,/,1.4
CC(C)(C)c1ccc(C(=O)NNC(=O)c2ccc(Cl)cc2)cc1,0.9,4.9,-8.8,-4.0,7.4,-2.4,7.7,-2.5,2.8,-1.3
COc1ccc(Cl)cc1NC(=O)C/C(C)=N/NC(=O)CC#N,-1.0,4.6,-3.0,-1.0,1.8,-0.9,2.0,-1.4,-1.0,-3.5
CCc1nc2ccccc2c(C(=O)OCC(=O)Nc2cccc(S(=O)(=O)NC3=NCCCCC3)c2)c1C,-0.8,-0.2,-17.4,7.1,-16.1,-6.0,-11.3,-41.8,0.9,-2.2
C[C@H](CO)N1C[C@H](C)[C@@H](CN(C)Cc2ccc3c(c2)OCO3)OCc2cnnn2CCCC1=O,-3.1,-4.6,-3.5,-0.1,-0.6,-2.9,1.1,4.3,-0.7,-1.8
Cc1ccc(-c2cnc(C(O)c3c(C)cccc3C)[nH]2)cc1 (configuration not stated),1.5,-5.6,-2.1,5.4,1.7,-11.0,-3.5,/,-1.6,0.9
CC(C)(C)NC(=O)COC(=O)c1c2c(nc3ccccc13)CCC2,1.7,10.3,12.0,1.5,7.9,3.8,-3.7,7.4,-0.6,1.6
O=C(N/N=C/c1ccco1)c1cc(-c2cccc3ccccc23)n[nH]1,0.1,9.2,-31.0,-6.8,-10.7,5.5,0.4,-47.0,0.1,3.9
CCOc1cc(C(c2c(C)[nH][nH]c2=O)c2c(C)[nH][nH]c2=O)ccc1OC(=O)c1cccc([N+](=O)[O-])c1,12.1,-1.8,8.6,-0.2,-0.7,-0.9,7.6,3.6,-2.6,-8.2
CCc1ccc2[nH]c(=O)c(CN(CCCN3CCOCC3)C(=O)Nc3ccccc3)cc2c1,-1.8,-4.6,-0.8,5.2,1.5,-1.4,1.9,-5.6,-0.8,1.8
COc1cccc(CCOC(=O)c2c(-c3ccsc3)oc3c2C(OC(C)=O)CCC3)c1 (configuration not stated),-1.8,-1.9,-11.6,1.6,-0.7,-7.1,-10.7,/,1.5,2.9
COc1cc(/C=N/NC(N)=O)cc(Br)c1OCc1ccc(C)cc1,-1.0,-0.5,1.8,-3.5,1.6,1.0,-4.5,-12.0,-0.8,3.4
N#Cc1ccccc1NC(=O)Nc1cccs1,1.3,0.9,5.5,0.0,0.7,-5.1,4.5,9.1,-1.3,-2.0
CC1(C)Cc2[nH]c(=S)c(C#N)cc2CO1,-0.6,-1.4,-1.8,6.8,5.7,41.4*,9.0,2.1,1.2,-0.8
OC[C@@H]1CN(Cc2ccccc2)C[C@H](n2cnc3c(Nc4ccccc4)ncnc32)O1,3.2,-0.5,-18.3,-1.9,-7.0,2.2,-9.4,/,0.3,2.5
O=C(c1cnccn1)N1CCc2c([nH]c3ccccc23)C1c1cccc(Cl)c1 (configuration not stated),2.8,5.4,-12.2,1.1,0.6,0.4,-3.4,-19.6,-1.1,-0.6
CC(=O)N1C[C@H]2CON(C)[C@H]2C[C@H]1c1ccc(-c2ccccc2)cc1,7.8,-8.3,-2.0,-0.3,-2.7,-5.3,-3.6,1.3,1.6,2.3
O=C(N/C(=C/c1cccc([N+](=O)[O-])c1)C(=O)N1CCCC1)c1ccccc1,3.1,-1.2,1.3,-6.2,12.7,-3.0,-1.2,16.0,2.7,-0.9
O=C(c1ccccc1)c1ccc(C(=O)N2CCN(c3ccc(F)cc3)CC2)o1,-0.4,-1.0,-10.4,-1.5,-2.6,-1.9,4.6,-3.8,-0.4,0.5
COc1cccc(CNC(=O)[C@H]2CCCN2C(=O)[C@H]2CCCN2C(=O)c2ccc(F)c(C(F)(F)F)c2)c1,0.0,11.3,2.3,2.8,-6.0,2.8,4.8,/,-1.4,1.2
O=C(O)c1ccccc1-c1ccccc1C(=O)Nc1ccc2c(c1)[nH]c(=O)c1ccccc12,-1.3,2.2,-32.7,9.4,-30.7,-0.5,-10.3,-28.2,-0.6,-3.3
CCN(CC(=O)Nc1ccc(NC(C)=O)cc1)C(=O)/C=C/c1ccc(S(=O)(=O)N2CCCCCC2)cc1,1.0,0.6,-16.6,4.2,-14.9,0.6,-4.1,-1.8,0.1,-1.2
CC1CCCC(NC(=O)COC(=O)COc2ccc(Cl)cc2)C1C (configuration not stated),0.9,6.5,0.8,3.9,12.3,-4.0,3.5,1.5,1.5,-1.5
O=C(Nc1nc(-c2ccc([N+](=O)[O-])cc2)cs1)c1c(F)cccc1F,-1.9,0.6,-10.6,-0.9,-14.1,0.2,-4.5,-12.5,1.0,-1.9
Cc1cc([N+](=O)[O-])cc(C)c1OCC(=O)N/N=C/c1ccc(OC(=O)c2ccccc2)cc1,-2.3,0.5,-6.5,6.8,-4.4,-2.0,-1.5,-22.5,-1.6,-0.4
COC(=O)CC(=O)N1CCN(c2ccc(Cl)c(Cl)c2)CC1,-1.8,11.1,5.7,7.0,4.5,-0.3,7.3,-1.4,-1.1,0.2
CCN(C[C@H]1N[C@@](Cc2ccccc2)(C(=O)OC)[C@H]2C(=O)N(Cc3ccccc3)C(=O)[C@@H]12)S(=O)(=O)c1ccc(F)cc1,-1.9,-0.9,-10.3,-6.9,-2.9,2.3,0.7,-10.1,-0.7,-0.5
Cc1cccc2cc(/C=N/NC(=O)c3ccncc3)c(Cl)nc12,1.2,2.2,-4.0,-1.1,-4.3,2.3,9.0,-2.5,1.8,-0.3
COC(=O)c1cc(NC(=O)C23CCC(C)(C(=O)O2)C3(C)C)cc(C(=O)OC)c1 (configuration not stated),-5.4,-2.5,-0.2,2.4,-4.5,-1.5,-0.1,-6.1,0.0,-1.0
O=S(=O)(c1ccc(F)cc1)N1CCN(S(=O)(=O)c2ccc3c(c2)OCCO3)CC1,3.2,5.3,-1.1,1.2,-1.2,-2.9,-0.1,-0.3,2.0,-1.7
Cc1cc(C)c2cc(CN(Cc3ccco3)C(=O)NCc3ccccc3)c(=O)[nH]c2c1,3.7,1.4,-22.8,-8.4,-6.5,4.2,-14.7,-29.2,1.8,2.0
Clc1ccc(-c2nnc3n2-c2ccccc2SC3)cc1,-2.9,0.3,-0.7,6.0,0.0,-2.6,3.6,4.2,-0.9,0.4
